Screens: PubChem BioAssay, several laboratories
CIT2-GFP yeast: alters CIT2-GFP fluorescence in TOR pathway yeast screen; S. cerevisiae CIT2-GFP strain, flow cytometry, 3 h; 100 means same as DMSO wells; 320,000 tested, 0.065% active; GFP response vs DMSO, % at 10 µM; AID 2029;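 active means GFP response relative to DMSO above a set limit, near the screen mean plus 3 SD, cut at about 150% in these data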;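 further: ratio of well median GFP fluorescence to mean of DMSO wells on the plate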
GRK2 aptamer HTS: blocks RNA aptamer binding to human GRK2; P25098; bead flow cytometry, FAM-aptamer displacement from GRK2; 330,000 tested, 0.59% active; inhibition of aptamer binding, % at 10 µM; AID 488847;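 active means inhibition of aptamer binding above 40%, roughly 3 SD of noise, on plates passing a quality check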;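 further: median bead fluorescence of bound FAM aptamer so fluorescent compounds give negative values; no value below 0 was filed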
Target sequence (P25098 whole entry, looked up): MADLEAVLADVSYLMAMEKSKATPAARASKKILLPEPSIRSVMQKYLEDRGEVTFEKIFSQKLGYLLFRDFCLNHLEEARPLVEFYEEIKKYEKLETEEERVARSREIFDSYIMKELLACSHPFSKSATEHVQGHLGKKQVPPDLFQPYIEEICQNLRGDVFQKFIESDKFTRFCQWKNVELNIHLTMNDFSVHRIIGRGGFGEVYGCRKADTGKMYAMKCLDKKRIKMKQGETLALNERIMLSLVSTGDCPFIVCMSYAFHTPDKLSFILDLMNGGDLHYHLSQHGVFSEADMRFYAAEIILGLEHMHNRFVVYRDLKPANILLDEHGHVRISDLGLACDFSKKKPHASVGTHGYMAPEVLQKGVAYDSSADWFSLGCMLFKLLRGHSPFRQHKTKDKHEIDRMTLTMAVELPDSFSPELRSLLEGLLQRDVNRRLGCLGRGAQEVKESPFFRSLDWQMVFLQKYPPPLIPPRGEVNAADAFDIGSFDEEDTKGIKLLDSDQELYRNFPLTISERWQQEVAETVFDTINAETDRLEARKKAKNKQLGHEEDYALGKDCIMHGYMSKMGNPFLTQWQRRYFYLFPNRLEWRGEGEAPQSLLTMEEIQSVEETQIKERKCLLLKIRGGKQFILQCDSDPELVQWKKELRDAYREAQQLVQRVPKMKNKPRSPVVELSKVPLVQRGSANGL
GASC-1 inh: inhibitors of human GASC-1 (JMJD2C) demethylase; Q9H3R0; GST-JMJD2C(1-420) H3K9me3 demethylation, DELFIA europium; inhibition, % at 2.35 µM; 330,000 tested, 0.069% active;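 active means more than half of a compound's replicate wells show inhibition beyond 50%, single wells judged on their own value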;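 further: signal counts dimethyl H3K9 product captured on neutravidin plate; 0% = median of DMSO wells and 100% = 0.3 times that DMSO median; strong numbers were not always called active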
Target sequence (Q9H3R0 1-420 limits assumed): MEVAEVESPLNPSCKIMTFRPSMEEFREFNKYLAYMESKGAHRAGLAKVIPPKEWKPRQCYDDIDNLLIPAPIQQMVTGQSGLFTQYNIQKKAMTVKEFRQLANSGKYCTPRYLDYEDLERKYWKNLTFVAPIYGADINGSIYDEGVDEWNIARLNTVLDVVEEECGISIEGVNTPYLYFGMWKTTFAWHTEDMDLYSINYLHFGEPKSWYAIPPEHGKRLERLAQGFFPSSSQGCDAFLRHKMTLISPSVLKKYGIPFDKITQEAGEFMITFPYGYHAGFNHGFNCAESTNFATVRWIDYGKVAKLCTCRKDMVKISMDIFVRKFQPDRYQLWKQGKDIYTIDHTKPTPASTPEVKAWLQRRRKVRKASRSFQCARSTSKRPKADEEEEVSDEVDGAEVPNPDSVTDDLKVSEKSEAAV
LAP4-GFP MLPCN: yeast TOR pathway LAP4-GFP modulation; S. cerevisiae LAP4-GFP multiplex, flow cytometry GFP, 3 h; median GFP as percent of DMSO wells; GFP response vs DMSO, % at 10 µM; 320,000 tested, 0.34% active; AID 2023;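 active means GFP response vs DMSO above a set limit, about the screen mean plus 3 SD, cut at about 150% in these data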
RPL19A-GFP yeast: modulators of TOR pathway RPL19A-GFP in S. cerevisiae; S. cerevisiae RPL19A-GFP strain, flow cytometry, 3 h; stronger effect = lower value; percent response vs DMSO, % at 10 µM; 330,000 tested, 0.3% active; AID 2025;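 active means percent response vs DMSO below 50%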;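 further: median channel GFP fluorescence of the barcoded RPL19A-GFP strain; ratio of sample median GFP to plate DMSO average so 100% = DMSO; lower means less RPL19A-GFP as with rapamycin TOR inhibition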
VLA-4 inh: inhibition in a human VLA-4 binding assay. P13612. VLA-4 expressing cells, ligand binding flow cytometry. inhibition, % (about 7 µM as worked out from the volumes in the protocol). 330,000 tested, 0.2% active; in the data active means inhibition above about 50%
MEP2 TOR yeast: alters MEP2-GFP fluorescence in TOR pathway yeast screen; S. cerevisiae MEP2-GFP strain, flow cytometry GFP, 3 h; 100% = DMSO control level; GFP response vs DMSO, % at 10 µM; 330,000 tested, 0.51% active; AID 2016;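 active means GFP response versus DMSO above a set limit, roughly screen mean plus 3 SD, cut at about 180% in these data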;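 further: median GFP fluorescence of the barcode-gated MEP2-GFP cells per well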
AGP1-GFP MLPCN: alters AGP1-GFP fluorescence in TOR pathway yeast screen; S. cerevisiae AGP1-GFP multiplex flow cytometry, 3 h; GFP as percent of DMSO wells; 320,000 tested, 0.02% active; GFP response vs DMSO, % at 10 µM; AID 2066;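 active means GFP response relative to DMSO above a set limit, near screen average plus 3 SD, cut at about 150% in these data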;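 further: median GFP channel fluorescence of the gated AGP1 strain per well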
Active calls of the source: *; · = no result given; & = joins results of further samples. An unsorted share of the library; 1.7% or so of the library scored in one or more.

CIT2-GFP yeast,GRK2 aptamer HTS,Compound,GASC-1 inh,LAP4-GFP MLPCN,RPL19A-GFP yeast,VLA-4 inh,MEP2 TOR yeast,AGP1-GFP MLPCN
80,0,O=C(Nc1ccc2c(c1)OCO2)C(c1ccccc1)N1CCC2(CC1)OCCO2 (stereo not drawn),-1,104,93,10,113,92
90,0,CSc1ncnc2c1ccn2CC(=O)Nc1ccc(C)c(C)c1,-8,107,97,0,94,95
99,6,Cc1ccc(SCCNC(=O)/C=C/c2ccc([N+](=O)[O-])cc2)cc1,7,106,98,13,107,98
111,0,Cc1ccc2ccccc2c1NC(=O)c1ccco1,-23,95,106,10,109,107
101,0,O=C(O)c1cc(S(=O)(=O)Nc2cccc3ccccc23)c(Cl)cc1Cl,19,103,100,-14,102,95
93,0,CC(C)c1ccc(OCC(=O)N(Cc2ccco2)C2CCS(=O)(=O)C2)cc1 (stereo not drawn),-4,102,98,8,92,85
104,2,Cc1ccc(C(C)C)c(OCC(=O)N2CCOCC2)c1,-2,94,103,8,103,113
98,0,CCN(CC)CCNc1ncnc2c1sc1nc(N3CCOCC3)c3c(c12)CC(C)(C)SC3,10,103,97,19,99,104
95,0,CCN(CC(=O)Nc1cc(Cl)ccc1OC)CC(=O)NC1CCS(=O)(=O)C1 (stereo not drawn),5,111,99,1,93,104
95,1,CCc1cccc(NS(=O)(=O)c2cccc3cccnc23)c1,-10,91,100,-4,105,93
100,0,CS(=O)(=O)/C(C#N)=C/c1c(-c2ccccc2)nc2n1CCS2,1,116,100,-7,99,107
84,0,C=CC[C@@H](CC(=O)N[C@H](CO)Cc1ccccc1)C(=O)N[C@H](COC(=O)[C@@H](CC=C)Cc1ccc(F)cc1)Cc1ccccc1,8,94,93,-6,94,93
91,0,CSCCCNC(=S)Nc1ccc(N2CCOCC2)cc1,3,113,98,1,111,105
93,0,Cc1cccc(NC(=S)NC(=O)C2CC2)c1,-29,105,94,2,100,91
99,0,CCOc1ccc(C(=O)/C=C/Nc2ccc(S(=O)(=O)N=C(N)N)cc2)cc1,0,101,101,19,109,98
101,·,CN1CCN(c2oc(/C=C/c3ccccc3)nc2C#N)CC1,0,105,96,-7,99,106
96,0,CCn1c2ccccc2c2cc(NC(=O)C3CCN(S(=O)(=O)c4cccs4)CC3)ccc21,-5,100,97,15,107,101
101,0,CC(=O)c1cn(CC(=O)Nc2ccccc2C(F)(F)F)c2ccccc12,3,105,101,12,100,101
89,1,O=C(COC(=O)c1ccccc1SCC(=O)N1CCCC1)NC1CCS(=O)(=O)C1 (stereo not drawn),34,97,90,-7,98,93
102,1,COc1cccc(/C=N/NC(=O)CSc2nnc(C)n2-c2ccccc2)c1O,-3,104,106,10,109,101
111,0,COc1ccc(NC(=O)C2CC(=O)N(c3ccccc3C)C2)c(OC)c1 (stereo not drawn),7,91,101,16,99,107
·,0,COc1ccc(NC(=O)CCN2CCCCCC2)cc1,50,97,97,-10,94,99
108,1,Cn1nnnc1SCc1nnc(-c2ccc(F)cc2)o1,5,105,105,7,106,111
98,0,COc1cc(C(=O)c2ccccc2Cl)c([N+](=O)[O-])cc1OC,6,95,105,21,104,104
98,2,COc1cc(/C=C/C(=O)NC(C)(C)C)ccc1OCc1ccccc1,1,95,105,0,101,98
102,4,N#CC1(NC(=O)COC(=O)CSc2ccc(F)cc2)CCCCC1,5,105,99,-6,104,106
92,4,CC(=O)c1c[nH]c(C(=O)Nc2ccc(N3CCCCCC3)cc2)c1,1,89,92,-9,94,91
100,1,FC(F)(F)c1ccc(/C=N/n2c(COc3ccccc3)n[nH]c2=S)cc1,18,94,107,3,89,98
94,0,c1ccc(CN2CCN(c3ncccn3)CC2)cc1,-4,85,100,3,97,96
98,2,Clc1cccc(Cl)c1OCCOCCNCc1ccccc1,-2,92,103,13,103,99
93,0,O=C(NCc1ccccn1)C1CC(c2ccccc2Cl)=NO1 (stereo not drawn),-1,96,96,14,88,97
105,1,Clc1ccc(-n2nnnc2Sc2ncnc3sccc23)cc1,10&-16,151*,89,6,104,109
100,0,Cc1cccc(C(=O)Nc2cccnc2Cl)c1,-2,103,101,-15,106,96
95,4,COc1ccc(CNC(=O)CN(Cc2ccc(C)cc2)C(=O)c2csnn2)cc1,2,88,92,-10,93,92
108,2,CC(C)CCNC(=O)c1ccc2c(SCC(=O)O)c3c(nc2c1)CCC3,-1,101,98,-4,99,106
113,3,Cc1cnc(C(=O)Nc2ccc(C(=O)N3CCCCC3)cc2)cn1,1,98,96,-3,104,99
101,1,COc1cc(OC)cc(N(C(=O)C2COc3ccccc3O2)C(C(=O)NC2CCCCC2)c2ccc(O)cc2)c1 (stereo not drawn),-4,88,104,12,92,93
110,1,O=C(CCN1C(=O)c2ccccc2C1=O)Oc1ccc2ccccc2c1,17,94,91,-28,105,97
104,0,COc1nc(NCCO)nc(Nc2cc(Cl)ccc2OC)n1,76,93,108,0,107,103
99,0,Cc1cc(C)cc(Oc2ccc(-c3nnc(-c4ccccc4)o3)cc2[N+](=O)[O-])c1,21,92,101,-1,92,96
110,0,COCCn1c(SCC(=O)N2CCCC2)nnc1C(C)C,3,97,96,0,104,98
99,0,CCCNC(=O)c1cc(OC)c(OC)cc1[N+](=O)[O-],18,97,100,3,99,101
102,4,CCc1cc2c(=O)c(-c3nc(C)cs3)coc2cc1OC(C)C(=O)NCCO (stereo not drawn),0,100,104,10,98,102
108,2,Cc1cccc(NC(=S)N2CCCC(c3nc4ccccc4[nH]3)C2)c1 (stereo not drawn),14,94,105,-9,104,95
112,0,CN(C)C(=O)CSc1nc2cc(S(=O)(=O)N3CCOCC3)ccc2o1,-4,127,110,0,113,113
99,8,COc1ccc(C(=O)Nc2ccc(Cc3ccncc3)cc2)cc1Br,3,91,104,-7,100,97
110,0,Cc1cccc(NC(=O)CSc2nc(C)c(CC(=O)c3ccc(Br)cc3)c(C)c2C#N)c1C,-7,106,102,14,115,108
86,0,O=C(Cc1cccc2ccccc12)NNC(=O)Nc1cccc(Cl)c1,13,92,94,15,93,94
95,0,Clc1ccc(Cn2ccc3ccccc32)cn1,-7,92,103,8,105,97
91,0,COc1cccc(NC(=O)COc2ccc(Br)c(C)c2)c1,13,106,98,-4,105,97
95,1,O=c1c2[nH]c3ccc(Cl)cc3c2ncn1CCN1CCCCC1,-3,90,95,4,93,89
104,1,CCCCNC(=O)COC(=O)c1ccccc1F,-5,101,100,-5,99,103
83,3,COC(=O)c1c(C)oc2ccc(N(C(=O)c3ccncc3)S(=O)(=O)c3ccc(C)cc3C)cc12,-2,90,100,-7,93,89
107,0,O=C(COC(=O)C1CCCN1C(=O)c1cccs1)Nc1ccc2c(c1)OCO2 (stereo not drawn),20&-3,106,108,-2,109,107
100,2,O=C(C1CCN(S(=O)(=O)c2cccc3cccnc23)CC1)N1CC=C(c2ccccc2)CC1,·,99,95,5,106,98
105,0,NS(=O)(=O)c1ccc(N=Nc2c(O)[nH]c3ccc(Br)cc23)cc1,-4,100,102,-16,108,104
96,0,COc1cccc(-n2nnc3c(=O)n(Cc4cccc(C)c4)cnc32)c1,0,95,107,17,86,91
100,0,CN1N=C(C(C)(C)C)CSC1=Nc1ccccc1,25,101,96,22,97,103
108,2,CS(=O)c1ccccc1O (stereo not drawn),-1,98,103,-1,107,102
89,0,COc1ccc(C2C(C(C)=O)=C(Nc3ccccc3)CC(C)(O)C2C(C)=O)cc1OC (stereo not drawn),-15,100,100,-23,107,90

(continued)
CIT2-GFP yeast,GRK2 aptamer HTS,Compound,GASC-1 inh,LAP4-GFP MLPCN,RPL19A-GFP yeast,VLA-4 inh,MEP2 TOR yeast,AGP1-GFP MLPCN
69,2,COc1ccccc1-c1oc2ccccc2c1C#CC(C)(C)O,0,147,90,3,83,90
103,15,C=CCn1c(=O)c(C(=O)Nc2ccc(C)cn2)c(O)c2ccccc21,-1,99,107,18,106,102
91,0,Cc1cccnc1NC(=O)c1ccccc1NC(=O)C(C)(C)C,-1,93,95,-15,96,92
92,0,O=C(CSc1nc2ccccc2c(=O)n1NC(=O)Cc1ccccc1)NCc1ccco1,0,93,97,9,97,94
95,0,O=C(Nc1cccnc1Cl)C1c2ccccc2Oc2ccccc21,9,93,99,8,101,100
96,0,Cc1cccc(-c2noc(Cc3ccccc3)n2)c1,6,102,92,5,99,103
102,2,COc1ccc(OC)c(NC(=O)CCN2CC(C)CC(C)C2)c1 (stereo not drawn),1,84,100,-2,105,92
97,0,O=c1cc2c(nn1Cc1ccccc1)-c1ccccc1CC2,-3,100,102,-18,102,92
99,1,COc1ccccc1C(=O)NCCn1cc(SCC(=O)Nc2nnc(C)s2)c2ccccc21,-2,93,103,5,96,112
92,0,Cc1nccc(-c2ccc3c(c2)OCO3)n1,5,103,98,-12,89,92
101,1,CCn1c(SCC(=O)N2c3ccccc3CC2C)nnc1-c1ccco1 (stereo not drawn),3,87,93,43,92,99
87,2,C=CCSc1nc(N)c(NC(=O)c2ccco2)c(=O)[nH]1,·,97,94,3,96,93
100,0,CCN(CC)c1nc(C)nc2c1cnn2CCc1ccccc1,-1,105,95,-1,100,97
105,0,CCN(CC(=O)NCc1cccs1)C(=O)c1ccc(-c2ccccc2F)o1,·,104,104,3,102,109
100,2,CCOC(=O)C1=C(C)OC(N)=C(C#N)C1c1cc(F)ccc1F (stereo not drawn),4,97,97,2,99,104

Complete entries as entered above. Values in the order: CIT2-GFP yeast | GRK2 aptamer HTS | GASC-1 inh | LAP4-GFP MLPCN | RPL19A-GFP yeast | VLA-4 inh | MEP2 TOR yeast | AGP1-GFP MLPCN
`COc1ccccc1C(=O)NCCn1cc(SCC(=O)Nc2nnc(C)s2)c2ccccc21` reads 99 | 1 | -2 | 93 | 103 | 5 | 96 | 112
`CCn1c(SCC(=O)N2c3ccccc3CC2C)nnc1-c1ccco1` (stereo not drawn) reads 101 | 1 | 3 | 87 | 93 | 43 | 92 | 99
`O=C(Nc1cccnc1Cl)C1c2ccccc2Oc2ccccc21` reads 95 | 0 | 9 | 93 | 99 | 8 | 101 | 100
`C=CCSc1nc(N)c(NC(=O)c2ccco2)c(=O)[nH]1` reads 87 | 2 | · | 97 | 94 | 3 | 96 | 93
`COc1ccccc1-c1oc2ccccc2c1C#CC(C)(C)O` reads 69 | 2 | 0 | 147 | 90 | 3 | 83 | 90

(cont.)
CIT2-GFP yeast,GRK2 aptamer HTS,Compound,GASC-1 inh,LAP4-GFP MLPCN,RPL19A-GFP yeast,VLA-4 inh,MEP2 TOR yeast,AGP1-GFP MLPCN
105,1,CC(=O)c1cccc(NC(=O)CC2S/C(=N/N=C3CCCCCC3)NC2=O)c1 (stereo not drawn),-2,99,101,-12,95,109
90,1,Cc1cc(C)cc(-n2c(C)c3c(C)nnc(C)c3c2C)c1,0,96,99,-6,102,99
93,9,Cc1nc(NC(=O)c2c(-c3ccccc3Cl)noc2C)sc1C,-1,103,86,12,96,102
104,1,O=[N+]([O-])c1ccc(C(=S)N2CCCC2)cc1,1,108,99,1,106,104
98,0,COc1ccc(Cl)cc1NC(=O)Nc1cnccn1,3,106,100,11,93,101
106,0,Cc1ccc2oc(=O)c3cnn(CC(=O)N(CCN(C)C)Cc4ccco4)c3c2c1,1,109,101,-20,106,107
101,0,Cc1ccccc1N1C(=S)NC2c3ccccc3OC1(C)C2C(=O)N(C)C (stereo not drawn),16,108,95,-4,95,105
94,0,CCOc1ccc(NC(=S)NCc2ccc3c(c2)OCO3)cc1,12,93,96,-11,91,100
96,2,CC(C)C(=O)N1CCN(c2ccccc2NC(=O)c2cccc3ccccc23)CC1,-2,97,97,28,96,100
93,0,O=C1C=C(NCc2ccc(Cl)cc2)CC(c2ccco2)C1 (stereo not drawn),9,96,100,35,104,111
